Growth percent in the NCI-60 one-dose screen (48 h, 10 µM unless noted): 100 = growth as untreated, 0 = no growth, -100 = all killed.
MCF7 = MCF7 breast cancer; actives 6.3% (n = 82,000)
LOX IMVI = LOX IMVI melanoma | actives 7.4% (n = 79,000)
MDA-MB-468 = MDA-MB-468 breast cancer; AID 2202374; actives 8.5% (n = 78,000)
BT-549 = BT-549 breast cancer; actives 4.4% (n = 78,000); AID 1794793
MDA-MB-231 = MDA-MB-231 breast cancer | actives 5% (n = 81,000)
T-47D = T-47D breast cancer. actives 5% (n = 79,000)
SK-MEL-28 = SK-MEL-28 melanoma. actives 4.1% (n = 81,000)
HS 578T = HS 578T breast cancer; actives 4.1% (n = 78,000); AID 1794788
Starred values were filed as active, the others as inactive; · = no result given; & = joins results of further samples. The calls were made as follows: active = growth percent below 10; inactive = the rest.

1: CC(CN(C)C)OC(=O)Nc1ccc(Cl)cc1 (stereo not drawn)
2: COc1ccc2oc3cc(Cl)ccc3c(=O)c2c1
3: Cc1c(CC(=O)N(C)CCO)cc(-c2ccc(Cl)cc2)n1-c1ccccc1
4: CCNc1nnc(CSc2nc3ccccc3c(=O)n2CCc2ccccn2)s1
5: N#CC1C(=O)NC(c2ccccc2)=CC1c1ccccc1 (stereo not drawn)
6: CC(=O)/C(Br)=C/c1ccc(Br)o1
7: N=c1c2c(N)n(-c3ccccc3)nc2nc2n1-c1ccccc1Sc1ccccc1-2
8: COc1ccc(Cn2cncc2-c2c[nH]c3cc(Br)ccc23)cc1
Compound,1,2,3,4,5,6,7,8
MCF7,92,89,92,97,41,33,95,79
LOX IMVI,99,92,96,74,91,39,78,73
MDA-MB-468,106,93,93,111,106,·,110,90
BT-549,75,75,99,85,96,52,101,80
MDA-MB-231,97,92,97,103,84,96,63,74
T-47D,99,69,90,91,90,45,80,82
SK-MEL-28,118,114,116,85,125,61,121,95
HS 578T,95,72,111,·,100,27,104,89

9: Cc1c(C(=O)/C=C/Nc2ccc(S(N)(=O)=O)cc2)sc2nc3ccccc3n12
10: CCOC(=O)[C@@H](F)[C@H](Br)C(=O)OCC
11: COC(=O)c1cccc2c([N+](=O)[O-])c(NC(C)=O)cc(C(=O)OC)c12
12: COc1cccc2cc(-c3cc4ccccc4[nH]3)/c(=N/C(=S)Nc3ccc(Cl)cc3)oc12
13: CCc1cccc(C(C)(C)C)c1NC(=S)N/C=C(\c1ccccc1)S(=O)Cc1ccccc1 (stereo not drawn)
14: O=C(Nc1cccc(-c2ccc(N3CCOCC3)nn2)c1)Nc1cccc(C(F)(F)F)c1
15: C=C1C(=O)O[C@H]2[C@H]1CC/C(COC(=O)/C=C\C(=O)NCc1ccc(Cn3c(=O)sn(CCCI)c3=O)cc1)=C\CC[C@@]1(C)O[C@@H]21
16: Cc1c(C(N)=O)sc2c1c(=O)n(Cc1ccccc1)c1nnc(S(C)(=O)=O)n21
Compound,9,10,11,12,13,14,15,16
MCF7,71,91,95&103,70,103,55,-54*,73
LOX IMVI,75,99,94&98,77,98,70,-83*,81
MDA-MB-468,87,96,104&105,77,100,29,-82*,57
BT-549,98,86,103&103,98,102,41,-56*,79
MDA-MB-231,86,104,104,60,100,80,-83*,101
T-47D,88,85,100,·,83,8.6*,-48*,89
SK-MEL-28,99,107,112&110,90,111,89,-95*,96
HS 578T,80,99,95&116,61,90,92,-40*,87

Some of these compounds in order of count of non-hydrogen atoms, ascending.
10: CCOC(=O)[C@@H](F)[C@H](Br)C(=O)OCC
11: COC(=O)c1cccc2c([N+](=O)[O-])c(NC(C)=O)cc(C(=O)OC)c12
16: Cc1c(C(N)=O)sc2c1c(=O)n(Cc1ccccc1)c1nnc(S(C)(=O)=O)n21
Compound,10,11,16
MCF7,91,95&103,73
LOX IMVI,99,94&98,81
MDA-MB-468,96,104&105,57
BT-549,86,103&103,79
MDA-MB-231,104,104,101
T-47D,85,100,89
SK-MEL-28,107,112&110,96
HS 578T,99,95&116,87

Other results follow.
17: Nc1ccccc1SCCO
18: Cc1ccc(C2=C/C(=C/c3ccccc3)C(=O)N2CCc2ccc(S(N)(=O)=O)cc2)cc1
19: COc1ccc(-c2cc(-c3cccs3)c3c(=O)[nH]c(SCC(=O)Nc4ccc(S(N)(=O)=O)cc4)nc3n2)cc1
20: CCOC(=O)CCN(C(=O)Nc1ccccc1)C1CCCCC1
21: Cn1c(=O)c(C#N)c(-c2ccccc2)n2c(SCC3CO3)nnc12 (stereo not drawn)
22: O=C(Cl)CN1C(=O)c2ccccc2C1=O
23: COc1cc(-c2nc3ccccc3c(=O)[nH]2)ccc1OCC(=O)N=Nc1c(O)[nH]c2ccccc12
24: COc1cccc(-c2c(C(=O)O)cc(O)c3ccc(OC)cc23)c1
Compound,17,18,19,20,21,22,23,24
MCF7,95,92,92,98,39,92,·,99
LOX IMVI,93,97,94,118,80,96,92,106
MDA-MB-468,98,96,87,·,91,101,87,109
BT-549,106,98,79,118,66,101,96,105
MDA-MB-231,105,94,95,110,106,97,101,105
T-47D,105,99,85,104,93,95,79,95
SK-MEL-28,111,102,105,131,105,106,110,117
HS 578T,104,98,100,107,70,100,105,116

25: N#CSCc1cc(=O)c(O)co1
26: Cn1cc(Nc2ncnc(-c3ccc(N4CCCC4)c(C#N)c3)n2)cn1
27: COc1cc2c(c(OC)c1OC)C(=O)CC(c1cccc(NC(=O)c3ccccc3)c1)O2 (stereo not drawn)
28: COc1ccc(/C(C)=N\O)cc1
29: CC(/C=C1\SC(=S)N(CCCC(=O)NC(CC(C)C)C(=O)O)C1=O)=C\c1ccccc1 (stereo not drawn)
30: COc1c2c(c(OC)c3occc13)OC(C)=C1SC(N)=C(C#N)C12 (stereo not drawn)
31: CCCCNC(C)(C)COC(=O)c1ccc(N)cc1
32: CC1=C/C(=C(\c2cc(C)c(O)c(C(=O)O)c2)c2c(Cl)cccc2Cl)C=C(C(=O)O)C1=O
Compound,25,26,27,28,29,30,31,32
MCF7,89,67,82,97,82,·,96,93
LOX IMVI,95,49,96,101,53,85,98,96
MDA-MB-468,106,17,79,110,87,104,106,104
BT-549,90,76,103,90,78,88,109,99
MDA-MB-231,103,64,84,108,100,87,117,100
T-47D,71,85,60,86,90,76,91,98
SK-MEL-28,108,88,99,108,95,·,117,116
HS 578T,106,41,97,118,98,113,97,99

33: CC1CCC(CC(=O)O)(C(=O)O)CC1 (stereo not drawn)
34: COc1ccc(-c2nc([C@@H](C)Sc3nc(N)cc(N)n3)c(C)s2)cc1OCCN1CCOCC1
35: O=C(NCCNc1nccc(-c2c(-c3ccc(F)cc3)nc3sccn23)n1)c1ccccc1
36: CCCCCCCCCCCC1=NC(C)(COC(=O)c2ccccc2)CO1 (stereo not drawn)
37: Cc1ccc(C(=O)Nc2cccc(C(=O)NC(=S)Nc3ccc(C(=O)O)cc3)c2)cc1
38: Cc1nn(-c2ccccc2)c(-n2ccnc2)c1/C=N/Nc1nc(-c2ccc(Cl)c(Cl)c2)cs1
39: CCOC(=O)c1ccc(NC(=O)N2CC(C)OC(C)C2)cc1 (stereo not drawn)
40: O=C(Nc1ccc(NC(=O)c2cc(Cl)nc3ccccc23)cc1)Nc1ccc(Cl)c(C(F)(F)F)c1
Compound,33,34,35,36,37,38,39,40
MCF7,107&94,101,16,97,71,17,96,99
LOX IMVI,93&111,96,42,103,98,20,96,96
MDA-MB-468,107&114,93,63,98,88,-8.7*,92,94
BT-549,105,96,·,108,67,71,98,81
MDA-MB-231,100&100,67,67,99,74,6.7*,97,101
T-47D,123&104,100,51,90,82,29,94,87
SK-MEL-28,116&109,113,61,103,95,58,98,114
HS 578T,119&105,94,61,92,85,42,101,99

Brought forward from above: 4 compounds; new compounds follow.
37: Cc1ccc(C(=O)Nc2cccc(C(=O)NC(=S)Nc3ccc(C(=O)O)cc3)c2)cc1
38: Cc1nn(-c2ccccc2)c(-n2ccnc2)c1/C=N/Nc1nc(-c2ccc(Cl)c(Cl)c2)cs1
39: CCOC(=O)c1ccc(NC(=O)N2CC(C)OC(C)C2)cc1 (stereo not drawn)
40: O=C(Nc1ccc(NC(=O)c2cc(Cl)nc3ccccc23)cc1)Nc1ccc(Cl)c(C(F)(F)F)c1
41: O=c1oc2c(cnc3ccc(Br)cc32)cc1-c1ccccc1
42: CCCCC1COc2cccc3c2N1C=C/C3=C\C(=O)N(C)c1cccc(Br)c1 (stereo not drawn)
43: O=S1(=O)N=C(OC(CCl)CCl)c2ccccc21
44: O=c1nc(Nc2cccc(Cl)c2)oc2cc(Cl)oc(=O)c12
45: COc1cc(/C=C/C(=O)c2ccccc2)ccc1Oc1nc(Nc2ccc(F)cc2)nc(N(C)C)n1
46: COc1ccc(-c2cc(=O)c3c(OC)c4ccoc4cc3o2)cc1
47: CN(C)N=Nc1cccc([N+](=O)[O-])c1
48: O=C(CC(O)c1ccncc1)c1ccccc1O (stereo not drawn)
Compound,37,38,39,40,41,42,43,44,45,46,47,48
MCF7,71,17,96,99,85,89,98,54,6.0*,98,82,99
LOX IMVI,98,20,96,96,101,99,99,73,·,95,86,108
MDA-MB-468,88,-8.7*,92,94,113,86,100,75,22,101,94,104
BT-549,67,71,98,81,109,111,100,91,-6.6*,113,91,105
MDA-MB-231,74,6.7*,97,101,96,93,102,51,-4.5*,92,78,104
T-47D,82,29,94,87,101,95,94,62,13,87,82,101
SK-MEL-28,95,58,98,114,103,102,106,86,18,118,127,104
HS 578T,85,42,101,99,106,103,·,62,36,120,109,115

49: CC(=O)Nc1ccccc1SSc1ccccc1NC(C)=O
50: O/N=C(/CSc1nnc(-c2cc(-c3ccc(Cl)cc3)nc3ccccc23)o1)c1ccccc1
51: CC12CCC(C(=O)N(c3nccs3)C1=O)C2(C)C (stereo not drawn)
52: COC1=C[C@]23CCCN2CCc2cc4c(cc2[C@@H]3[C@@H]1OC(=O)CCCC(C)C)OCO4
53: O=S(=O)(O)c1ccc(N=Nc2ccc(O)cc2)cc1
54: O=c1c2ccccc2nc(SCc2ccc(Cl)cc2)n1CCc1ccccn1
55: N=C(N=Nc1c(O)[nH]c2ccccc12)C(=N)N=Nc1c(O)[nH]c2ccccc12
56: Clc1cc(Cl)cc(N2N=C(c3ccc4c(c3)OCO4)CC2c2sc(Cl)nc2Cl)c1 (stereo not drawn)
Compound,49,50,51,52,53,54,55,56
MCF7,96,77,101&91,73,107,77,·,92
LOX IMVI,83,95,102&94,57,94,78,100,·
MDA-MB-468,102,81,111&95,72,·,72,133,104
BT-549,110,83,98&103,123,107,56,100,108
MDA-MB-231,113,96,130&89,77,101,79,103,104
T-47D,100,53,96&108,77,100,44,132,100
SK-MEL-28,99,87,117&106,94,110,92,119,100
HS 578T,107,106,107&121,85,116,·,103,109

57: COCO[C@@H]1C[C@]23CC[C@@H]4[C@](C)(COC(=O)Nc5ccccc5)CCC[C@@]4(C)[C@@H]2CC[C@@]1(C)C3
58: CN(C)CCCN(Cc1ccccc1O)C(=O)Nc1cccc2ccccc12
59: O=C1/C(=C/C=C/c2ccco2)SC(=S)N1CC(=S)C1C=CS(=O)(=O)C1 (stereo not drawn)
60: CC1(C)CC[C@]2(C(=O)NCCCCCCN(CCC#N)CCC#N)CC[C@]3(C)C(=CC[C@@H]4[C@@]5(C)CCC(=O)C(C)(C)[C@@H]5CC[C@]43C)[C@@H]2C1
61: CCCC1=C(C(=O)OCC)C(c2cccc(C#N)c2)C(C(=O)OC)=C(C)N1 (stereo not drawn)
62: CN(C)c1ccc2nc3ccc(=N)cc-3sc2c1
63: S=C1SCCCN1Cc1ccc(Cl)cc1
64: COc1cc2c(cc1OC)C[N+](C)(C)CC2
Compound,57,58,59,60,61,62,63,64
MCF7,87,95,28,82,94,24,95,95
LOX IMVI,85,104,67,91,98,·,96,96
MDA-MB-468,89,95,-16*,85,98,39,94,102
BT-549,118,98,88,93,115,52,105,101
MDA-MB-231,94,111,86,92,96,11,97,108
T-47D,62,93,80,87,93,19,93,92
SK-MEL-28,113,107,94,98,110,83,104,108
HS 578T,101,98,109,108,97,100,102,97

Rewritten as tab-separated lines: entries from further up
no.	canonical_smiles	MCF7	LOX IMVI	MDA-MB-468	BT-549	MDA-MB-231	T-47D	SK-MEL-28	HS 578T
2	COc1ccc2oc3cc(Cl)ccc3c(=O)c2c1	89	92	93	75	92	69	114	72
19	COc1ccc(-c2cc(-c3cccs3)c3c(=O)[nH]c(SCC(=O)Nc4ccc(S(N)(=O)=O)cc4)nc3n2)cc1	92	94	87	79	95	85	105	100
57	COCO[C@@H]1C[C@]23CC[C@@H]4[C@](C)(COC(=O)Nc5ccccc5)CCC[C@@]4(C)[C@@H]2CC[C@@]1(C)C3	87	85	89	118	94	62	113	101
58	CN(C)CCCN(Cc1ccccc1O)C(=O)Nc1cccc2ccccc12	95	104	95	98	111	93	107	98

Complete entries, quoted from the list:
Results for Cc1ccc(C2=C/C(=C/c3ccccc3)C(=O)N2CCc2ccc(S(N)(=O)=O)cc2)cc1 → MCF7: 92; LOX IMVI: 97; MDA-MB-468: 96; BT-549: 98; MDA-MB-231: 94; T-47D: 99; SK-MEL-28: 102; HS 578T: 98
Results for O=c1oc2c(cnc3ccc(Br)cc32)cc1-c1ccccc1 → MCF7: 85; LOX IMVI: 101; MDA-MB-468: 113; BT-549: 109; MDA-MB-231: 96; T-47D: 101; SK-MEL-28: 103; HS 578T: 106

Carrying on.
65: Cc1nn(-c2ccc([N+](=O)[O-])cc2)c2ncnc(N/N=C/c3ccccc3)c12
66: COc1ccc2cc(C(=O)NCCc3ccccc3)ccc2c1OC
67: CCOC(=O)CC(S(=O)(=O)c1ccccc1)S(=O)(=O)c1ccccc1
68: N=C(N)SC1c2cc(Cl)ccc2-c2c(Cl)cc(Cl)cc21 (stereo not drawn)
69: COC(=O)c1cc(-c2cc3ccccc3o2)c(C#N)c(=O)[nH]1
70: COc1nccnc1NS(=O)(=O)c1ccc(NC2=C(Cl)C(=O)c3ncccc3C2=O)cc1
71: CCOc1ccc(-c2cc(-c3cc(C(C)C)c(O)cc3C)nn2-c2ccc(S(N)(=O)=O)cc2)cc1
72: O=C(O)CC(C(=O)O)C(c1ccccc1)c1ccccc1 (stereo not drawn)
73: O=c1cc(-c2ccccc2)[nH]n1-c1ccccc1
Compound,65,66,67,68,69,70,71,72,73
MCF7,78,102,101,66,72,103,12,97,93
LOX IMVI,·,99,99,95,90,93,18,109,106
MDA-MB-468,70,101,23,95,·,88,-16*,104,97
BT-549,99,98,110,99,·,96,3.6*,97,102
MDA-MB-231,86,101,109,88,102,94,38,107,100
T-47D,57,78,88,93,80,92,18,97,92
SK-MEL-28,82,111,109,106,102,130,59,110,102
HS 578T,92,101,105,105,82,114,36,104,110

Bioassay records deposited in PubChem BioAssay by NCI.
